# Fluor 339 460 – intrinsic fluorescence of library compounds, ex339/em460 – biochemical, MLSMR library, data from DPM-DC assay, artefact control, profiling panel; compound autofluorescence, ex339/em460 nm, NADH buffer; active compounds read high; 1 = no-compound wells, NADH background; fluorescence fold increase at 10 µM; actives 5.5% (n = 65,000); AID 709;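 active = at 10 µM, mean starting fluorescence two-fold or more over control wells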;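 also: signal is the first read of a kinetic run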
# Cdc25B inh – human M-phase inducer phosphatase 2 inhibition | P30305 | recombinant Cdc25B, OMFP fluorescence Ex485/Em525 | inhibition, %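 (compounds tested at 10 µM final in the well)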 | actives 0.1% (n = 65,000) | AID 368; in the data active = inhibition above about 50%
# Target sequence (P30305 whole entry, looked up): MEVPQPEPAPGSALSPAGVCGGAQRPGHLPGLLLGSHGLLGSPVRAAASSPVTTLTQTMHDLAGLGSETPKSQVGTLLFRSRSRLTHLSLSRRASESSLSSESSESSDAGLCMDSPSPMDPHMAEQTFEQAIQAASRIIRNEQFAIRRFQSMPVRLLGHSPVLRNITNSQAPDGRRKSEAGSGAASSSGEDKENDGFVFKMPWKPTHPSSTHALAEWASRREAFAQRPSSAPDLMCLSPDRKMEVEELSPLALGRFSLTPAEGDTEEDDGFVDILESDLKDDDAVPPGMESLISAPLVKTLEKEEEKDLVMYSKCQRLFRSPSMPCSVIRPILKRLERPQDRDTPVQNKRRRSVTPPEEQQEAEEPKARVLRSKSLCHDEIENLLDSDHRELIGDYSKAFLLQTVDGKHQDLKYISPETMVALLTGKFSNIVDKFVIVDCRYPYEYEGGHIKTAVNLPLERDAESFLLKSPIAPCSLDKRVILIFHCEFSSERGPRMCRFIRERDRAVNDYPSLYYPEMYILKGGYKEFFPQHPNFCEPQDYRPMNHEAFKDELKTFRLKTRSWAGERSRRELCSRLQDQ
# A340 absorber – compounds absorbing at 340 nm | 65,000 tested, under 10 active | compound absorbance at 340 nm, fold over control | fold change at 10 µM | AID 708;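 active = at 10 µM dose, initial 340 nm absorbance at least 2 fold that of control wells; inactive = change under 2 fold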;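 also: initial absorbance extrapolated from kinetic A340 decline of NADH oxidation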
# ROCK2 blocker – inhibitors of human Rho kinase 2; O75116; inhibition, % at 6 µM; actives 0.35% (n = 60,000); purified ROCK2, Kinase-Glo ATP depletion luminescence;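 active = inhibition above the screen-wide mean inhibition plus 3 SD, cut at about 18% in these data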;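 also: plate controls were DMSO wells for no effect and Y-27632 control wells after no-enzyme background subtraction for full effect; many of its hits are not listed in these tables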
# Hsp90 inh – displaces geldanamycin probe from tumor Hsp90; NCI-N417 lysate Hsp90, Cy3B-geldanamycin FP displacement; AID 429; actives 0.35% (n = 64,000); P07900; inhibition, % at 30 µM;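 active = inhibition above 50%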;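 also: 0% = tracer plus lysate wells and 100% = tracer alone without lysate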
# PKA kinase inh – inhibitors of human protein kinase A; AID 524; actives 0.1% (n = 65,000); inhibition, % at 6 µM; PKA Kemptide phosphorylation, Kinase-Glo ATP luminescence;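 active = inhibition above the screen-wide mean inhibition plus 3 SD, cut at about 21% in these data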; also: many of its hits are not listed in these tables
# JNK3 inh – JNK3 (human) kinase inhibition; P53779; purified JNK3 kinase activity, HTS; inhibition, % at 8 µM; actives 0.61% (n = 60,000); AID 746; in the data active = inhibition above about 17%;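 also: 0% = DMSO and 100% = reference inhibitor; many of its hits are not listed in these tables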
# MKP-1 inh – inhibitors of human MKP-1 phosphatase. P28562. recombinant MKP-1, OMFP hydrolysis fluorescence. inhibition, %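 (compounds tested at a single concentration somewhere between 10 and 100 µM)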. actives 0.15% (n = 65,000);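 active = inhibition above about 50%, limit read from the data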;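 also: 0% = DMSO max control wells and 100% = wells with enzyme stopped by NaOH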
# Target sequence (P28562 whole entry, looked up): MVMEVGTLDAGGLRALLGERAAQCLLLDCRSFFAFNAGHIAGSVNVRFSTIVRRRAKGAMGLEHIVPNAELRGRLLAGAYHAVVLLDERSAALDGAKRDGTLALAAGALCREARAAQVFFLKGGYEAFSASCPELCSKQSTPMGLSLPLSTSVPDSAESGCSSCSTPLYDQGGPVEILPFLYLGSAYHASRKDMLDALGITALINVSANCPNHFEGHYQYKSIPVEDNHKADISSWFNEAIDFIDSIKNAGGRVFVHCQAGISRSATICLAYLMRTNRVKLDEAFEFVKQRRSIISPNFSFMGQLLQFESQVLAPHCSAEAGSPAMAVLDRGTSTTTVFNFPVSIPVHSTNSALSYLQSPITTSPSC
# Her2 expr inh – inhibitors of human Her2 kinase expression; SKBR-3 HER2 protein level, AlphaScreen, 18-24 h; active compounds read low; AID 645; P04626; HER2 level % of control, % at 10 µM; actives 0.69% (n = 65,000);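 active = HER2 level under 5% of the carrier-only control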;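 also: 100% = DMSO carrier and 0% = 500 nM PU-H71 HSP90 inhibitor; lower value means stronger loss of Her2 protein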
# Numbers without * were called inactive; . = not tested or not shown. Not all compounds are listed, so the mix of outcomes need not match the whole.
SMILES,Fluor 339 460,Cdc25B inh,A340 absorber,ROCK2 blocker,Hsp90 inh,PKA kinase inh,JNK3 inh,MKP-1 inh,Her2 expr inh
CCCCOC(=O)CSCC(=O)Nc1cc(C)on1,1,-23,1,2,-9,5,2,-2,85
O=C1NCCN1C(=O)c1ccccc1F,1.1,-4,0.99,5,-3,6,-1,-4,86
CN1C(=O)NC(NC(=O)c2ccncc2)(C(F)(F)F)C1=O (stereo not drawn),1.1,-1,1.1,8,0,0,6,-16,99
CCCN1C(=O)SC(CC(=O)Nc2ccc(Br)cc2)C1=O (stereo not drawn),1,0,0.99,2,-2,-7,4,-9,119
COc1ccc(N2CSC3=C(C#N)C(c4cccc(OC)c4OC)CC(=O)N3C2)cc1 (stereo not drawn),1.1,-11,1.1,6,11,9,2,-1,103
Cc1nc(C)n(CC(O)COc2ccc(C(=O)c3ccccc3)cc2)n1 (stereo not drawn),1.1,-7,1,5,-7,9,-4,0,99
CCOc1ccc2nc(NS(=O)(=O)c3ccc(NC(C)=O)cc3)sc2c1,1.1,1,0.98,2,-6,7,3,-8,121
CCn1c(SCC(=O)N2CCCC2)nc2ccccc2c1=O,1.1,-2,0.99,2,1,5,3,35,116
COc1ccc(S(=O)(=O)Nc2ccccn2)c(C)c1C,1.2,3,1.1,4,-5,7,-3,27,87
CCCCn1c(SCC(=O)c2ccccc2)nc2c1c(=O)[nH]c(=O)n2C,1.1,-9,1,-4,2,-6,-7,8,99
COc1ccc(-c2csc(N(CCCN3CCOCC3)C(=O)c3ccco3)n2)cc1,1.1,-29,0.99,2,-1,7,2,33,107
CN(C(=O)c1ccccc1)c1ccc(OCC(=O)NC2CCS(=O)(=O)C2)cc1 (stereo not drawn),1.1,0,1,6,-1,13,-3,-10,67
O=C1N(CC(=O)N2CCc3ccccc32)CCN1Cc1ccccc1Cl,1.1,-6,1.1,.,-1,-3,.,-5,94
CCc1nn(C(C)C(=O)NC(C)CCc2ccco2)c(=O)c2cc3occc3n12 (stereo not drawn),0.96,-11,0.98,4,-2,12,2,-3,83
O=S(=O)(NCCOCC(F)(F)F)c1ccc2oc3ccccc3c2c1,1.1,-14,1,2,0,2,-2,15,108
c1ccc(-n2nnnc2Oc2ccc(-c3nnco3)cc2)cc1,1.1,-5,1,0,2,1,-2,4,105
COc1ccccc1OCCC(=O)OCC(=O)Nc1ncc(Cl)cc1Cl,1.2,0,1,1,-6,10,-5,-9,97
O=C(NC1CCC(NC(=O)C2CCCO2)CC1)C1CCCO1 (stereo not drawn),1.1,-6,1,4,-2,7,-2,4,94
COc1ccc(N2CC(C(=O)Nc3ccccc3C(=O)NCc3ccco3)CC2=O)cc1 (stereo not drawn),1.1,1,1,.,1,-4,.,3,53
Cc1cc(=O)oc(C)c1C(=O)NCCC1=CCCCC1,1.1,7,1,6,-3,6,-1,-40,101
CC(C)(C)OC(=O)c1c(N)n(CCCN2CCCC2=O)c2nc3ccccc3nc12,3.8*,7,1.1,-1,10,-2,-6,-7,102
Cc1cc(=O)[nH]c(SCc2cccc(Br)c2)n1,1.1,-7,1,7,-3,14,-4,4,121
Cc1c(C(=O)N2CCc3ccccc32)oc2c1C(=O)CC(C)(C)C2,1.1,-30,1,6,-11,9,1,13,78
COCC(C)NC(=O)COc1ccc(Cl)cc1Cl (stereo not drawn),1,-1,1,-1,-2,-5,-2,21,90
Cc1ccc(CSc2nc3c(c(=O)[nH]2)C(c2ccncc2)C2=C(CCCC2=O)N3)cc1 (stereo not drawn),2.4*,1,1,8,-4,10,8,41,86
CC(=O)c1nn(-c2cccc(Cl)c2)cc1C(=O)c1ccco1,1.1,22,1,-1,-3,-5,-1,2,84
Cc1noc(C)c1S(=O)(=O)N1CCCC(C(=O)NCC2CCCO2)C1 (stereo not drawn),1.1,-5,1,0,1,4,6,3,109
CC(=O)Nc1cc2ccc(OC(C)=O)cc2oc1=O,2.1*,-11,1.1,7,9,6,-6,2,99
CC(C)Cn1c(SCC(=O)c2ccc(Cl)s2)nnc1-c1ccco1,1.1,-15,1,3,-3,8,-3,11,126
Cc1ccccc1Cn1cnc2c(cnn2C(C)(C)C)c1=O,1.1,-7,0.98,0,-2,2,-1,2,103
CN1CCN(C(=O)c2ccc(C(C)(C)C)cc2)CC1,1.1,-3,1.1,4,-2,2,-3,1,99
CCOC(=O)c1ccc(NC(=O)Cn2nnc(-c3ccc(F)cc3)n2)cc1,1.1,11,1,9,-1,8,-4,6,58
COc1cc(C(=O)N2CCC(C(=O)Nc3cccc(C(C)=O)c3)CC2)cc(OC)c1OC,1.1,-6,0.94,6,-3,9,-5,11,101
CN(CC(=O)N1CCCc2c1c(=O)oc1ccc(O)cc21)Cc1ccccc1,1.1,23,1,6,-5,5,5,-4,80
O=C(CSc1nnc(C2CCCCC2)n1-c1ccccc1)NCc1ccco1,1.1,-11,1,2,-4,4,-5,34,103
CCN(Cc1ccncc1)S(=O)(=O)c1ccc(C(C)=O)cc1,1.1,-5,0.98,2,-5,-2,-4,2,102
Cc1ccc(N2CC(C(=O)N3CCN(c4ccccc4)CC3)CC2=O)cc1 (stereo not drawn),1.1,1,1,3,1,7,-5,22,94
COc1cc2c(cc1NC(=O)c1ccc3c(c1)OCO3)oc1ccccc12,3*,-5,1.1,-9,3,-4,0,9,77
O=C(Nc1ccc(Br)cc1F)c1ccncc1,1.1,-7,1,16,-5,1,0,-2,89
CC(Sc1cccc(C(F)(F)F)c1)C(=O)NC(N)=O (stereo not drawn),1.1,-6,1,1,1,5,-5,3,94
CCOC(=O)CCCSc1nc2sc(C)c(C)c2c(=O)[nH]1,1.1,3,1.1,0,0,-3,0,1,80
c1ccc(Cc2nnc3sc(-c4ccc5c(c4)OCO5)nn23)cc1,3.5*,1,1.1,-1,2,-2,-2,4,95
Cc1nc2c3ccccc3[nH]c(=O)n2n1,1.1,1,1.1,.,1,10,.,14,91
O=C(COc1ccccc1)NCCSCc1ccco1,1,-1,1,0,-3,4,1,-21,87
O=C(NCC(c1cccnc1)N1CCN(c2ccccc2)CC1)c1ccc2c(c1)OCO2 (stereo not drawn),1,7,1,3,1,12,0,-8,98
Cn1c(=O)[nH]c(=O)c2c1nc(Br)n2CCOc1ccccc1,1.1,-4,1,6,-5,2,3,-14,101
Cc1cc(NC(=O)COc2cccc3cccnc23)no1,1.1,-5,0.97,6,7,5,1,7,78
CCC(c1nc2ccccc2c(=O)n1-c1cccnc1)N1C(=O)c2ccccc2C1=O (stereo not drawn),1.1,-13,1,4,-7,5,6,3,.
CCn1c(CNC(=O)c2ccc3c(c2)OCO3)nnc1SCC(=O)Nc1cc(C)ccc1OC,1.1,-8,1.1,2,-3,1,2,24,110
Cc1ccc(S(=O)(=O)N(C)CCCC(=O)n2nc(C)cc2C)cc1,1.1,-7,1.1,1,-3,-5,2,-2,104
Cc1nc2ccccc2c(=O)n1/N=C/c1c(O)ccc2oc3c(c12)CCCC3,1.1,3,1.1,5,-3,-6,0,25,81
CCN(CCNC(=O)C1CCN(Cc2nc(-c3ccc(Cl)cc3)oc2C)CC1)c1ccccc1,1.1,-38,0.97,-1,-5,-2,-4,32,-17*
CCCCS(=O)(=O)/C=C\C1C2C=CC(C2)C1S(=O)(=O)CCCC (stereo not drawn),1.1,-12,1,-7,-2,-5,-5,7,108
COc1ccc(N(C(C)C(=O)NC2CCCCCC2)S(C)(=O)=O)cc1 (stereo not drawn),1.1,-10,1.1,9,0,5,-7,9,95
CC(=O)Nc1ccc(S(=O)(=O)NC(C(=O)O)C2=CCC=CC2)cc1 (stereo not drawn),1,-9,1,4,-3,7,-2,-3,145
CCc1ccc(-c2cn(-c3nc(C)cc(C)n3)c(=N)o2)cc1,1.1,3,1,7,-2,-4,6,-10,33
O=c1[nH]c(C2CCCN(S(=O)(=O)c3ccccc3)C2)nc2c1nnn2Cc1ccccc1 (stereo not drawn),1.1,-3,1,-3,-5,1,-5,41,91
CN(Cc1ccccc1)S(=O)(=O)c1ccc(NS(C)(=O)=O)cc1,1.1,14,1,1,-1,2,-4,13,60
COc1ccc(NC(=O)CSc2nc3ccccc3c(=O)n2-c2ccc3c(c2)OCO3)c(OC)c1,1,-6,1,9,-9,11,1,29,59
CC1(C)NC(=O)N(CCOc2cccc(Oc3ccccc3)c2)C1=O,1.1,-1,1.1,7,5,4,-2,2,107

# Laid out differently: entries from further up.
Molecule | Fluor 339 460 | Cdc25B inh | A340 absorber | ROCK2 blocker | Hsp90 inh | PKA kinase inh | JNK3 inh | MKP-1 inh | Her2 expr inh
COc1ccc(N(C(C)C(=O)NC2CCCCCC2)S(C)(=O)=O)cc1 (stereo not drawn) | 1.1 | -10 | 1.1 | 9 | 0 | 5 | -7 | 9 | 95
CC(=O)Nc1ccc(S(=O)(=O)NC(C(=O)O)C2=CCC=CC2)cc1 (stereo not drawn) | 1 | -9 | 1 | 4 | -3 | 7 | -2 | -3 | 145
CCc1ccc(-c2cn(-c3nc(C)cc(C)n3)c(=N)o2)cc1 | 1.1 | 3 | 1 | 7 | -2 | -4 | 6 | -10 | 33
O=c1[nH]c(C2CCCN(S(=O)(=O)c3ccccc3)C2)nc2c1nnn2Cc1ccccc1 (stereo not drawn) | 1.1 | -3 | 1 | -3 | -5 | 1 | -5 | 41 | 91
CN(Cc1ccccc1)S(=O)(=O)c1ccc(NS(C)(=O)=O)cc1 | 1.1 | 14 | 1 | 1 | -1 | 2 | -4 | 13 | 60

# More results follow.
SMILES,Fluor 339 460,Cdc25B inh,A340 absorber,ROCK2 blocker,Hsp90 inh,PKA kinase inh,JNK3 inh,MKP-1 inh,Her2 expr inh
Cc1onc(-c2c(F)cccc2Cl)c1C(=O)Nc1c(C)n(C)n(-c2ccccc2)c1=O,1,2,1,0,0,-10,2,5,85
CN(C)c1nc(C(=O)OCCO)nc(N(C)C)n1,1.1,1,1,-5,-1,3,-1,-7,75
CNc1nc(C)c(C#N)c(-c2ccccc2)c1C(C)=O,1.1,0,1.1,3,2,-4,3,-30,108
COc1ccc(Cn2c(CCC(=O)O)nc3cccnc32)cc1,1.1,-7,1.1,1,-2,4,-3,25,158
COc1ccc(C(=O)N2CCCC(c3nc(-c4ccc(OC)c(OC)c4)no3)C2)c(OC)c1 (stereo not drawn),1.1,0,0.99,0,-2,-1,2,10,76
Cc1ccc2ccc(S(=O)(=O)n3nc(C)cc3C)cc2c1,1.1,-2,1,2,-3,0,1,7,89
CCCC(=O)N1CCN(c2ccc(NC(=O)c3ccccc3)cc2)CC1,1.1,-16,1,5,5,7,0,-23,103
COc1ccc(-c2noc(CSc3nnc(CCc4ccccc4)n3-c3ccccc3)n2)cc1OC,1.1,-27,1,1,-3,4,0,8,58
O=S(=O)(Nc1ccc(C(F)(F)F)cc1)c1cnc[nH]1,0.63,-15,0.99,2,-2,5,-3,4,148
CC(C)C(=O)N1CCN(c2ccccc2NC(=O)Cc2ccc(Cl)cc2)CC1,1.1,-11,1,6,1,13,6,-14,80
Cc1cccc(OCCCC(=O)O)c1C,1.1,-8,1.1,6,4,9,-2,3,95
Cc1csc(OCc2ccc(C#N)cc2)n1,0.95,-6,1,1,1,4,2,12,107
COc1ccc(OCC(=O)Nc2ccc3c(c2)nc(CCN2CCOCC2)n3C)cc1,1.1,0,1,-2,-1,-10,0,14,77
O=S(=O)(Cc1ccccc1)N1CCC(N2CCN(c3ccccc3)CC2)CC1,1.1,-2,1.1,1,0,8,-6,3,89
O=C(NCCCN1CCOCC1)c1cc(-c2ccc(O)cc2)on1,1,-4,0.99,-4,-1,-1,4,-3,49
C#CCOC(=O)c1ccccc1C(=O)N(CC)CC,1.1,-7,1,4,-3,1,-2,-3,127
COC(=O)CN(c1ccc(C)cc1)S(=O)(=O)c1ccc2c(c1)n(C)c(=O)c(=O)n2C,1.1,-5,1.1,4,0,10,-5,12,101
O=C(CN1CCN(S(=O)(=O)c2ccc(Cl)cc2)CC1)Nc1ccc2c(c1)OCO2,0.94,-9,1,3,-3,-1,1,3,57
Cc1ccc(C(C(=O)NC(C)(C)C)N(C(=O)c2csnn2)c2cccc(F)c2)o1 (stereo not drawn),1,-3,1,4,1,6,-6,-8,113

# Source: PubChem
